NPC1 promoter act – activators of NPC1 promoter | Potency, µM (top dose mostly 9.22 µM), without a hit: at the top dose activation, most hits filed as activators | Huh7 NPC1 promoter luciferase reporter, 24 h | 2.4% of 320,000 active;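 also: potency is read from the fitted curve at half-maximal effect; % of control where 0% means no effect; nearly all actives have a fitted effect of over 60% in size; reporter is driven by a mutant NPC1 promoter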
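Cells: Huh7 expressing luciferase under the NPC1 promoter, 1500/well. Seeded 2 h, compound added, incubated 24 h at 37 °C. Luciferase reagent, 10 min ambient, then luminescence.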
RORg inh – inhibitors of mouse ROR gamma transcriptional activity | P51450 | Drosophila S2 Gal4-RORgamma UAS-luciferase reporter, 20 h | Potency, µM (doses to about 53.6 µM), for the others: at the highest dose activity change, negative = inhibition, usual class: inhibitors | 5.4% of 310,000 active | AID 2551; also: potency is read from the fitted curve at half-maximal effect; % is scaled to controls: 0 for no effect and ±100 for the full control effect; nearly all actives have a fitted effect of over 60% in size
Target sequence (P51450 whole entry, looked up, the tested form may be a part): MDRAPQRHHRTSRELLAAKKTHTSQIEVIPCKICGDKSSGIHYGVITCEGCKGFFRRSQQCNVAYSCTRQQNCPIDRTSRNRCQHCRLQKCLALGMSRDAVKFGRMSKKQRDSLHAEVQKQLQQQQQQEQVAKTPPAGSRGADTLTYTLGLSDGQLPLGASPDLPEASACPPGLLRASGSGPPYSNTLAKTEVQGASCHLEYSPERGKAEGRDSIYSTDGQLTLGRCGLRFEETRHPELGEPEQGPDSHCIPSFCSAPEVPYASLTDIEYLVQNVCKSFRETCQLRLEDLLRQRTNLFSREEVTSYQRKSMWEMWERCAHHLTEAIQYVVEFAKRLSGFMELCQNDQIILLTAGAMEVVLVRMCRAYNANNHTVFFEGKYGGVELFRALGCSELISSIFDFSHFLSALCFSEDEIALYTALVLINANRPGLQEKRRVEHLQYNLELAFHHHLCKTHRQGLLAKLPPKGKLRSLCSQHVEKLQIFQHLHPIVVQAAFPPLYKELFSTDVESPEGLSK
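Luminescence from a UAS-regulated Photinus luciferase reporter in stably transfected Drosophila Schneider cells is measured; decreased signal marks ROR gamma inhibition. Fusion expression is induced by 700 uM copper sulfate for 20 hr.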
Tb PFK block – T. brucei PFK enzyme inhibition. O15648. T. brucei PFK, ADP-Glo luminescence. Potency, µM (top dose mostly 57.5 µM), inactives show at the top dose activity, negative = inhibition, actives largely listed as inhibitors. 0.17% of 330,000 active;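 also: potency is read from the fitted curve at half-maximal effect; 0% = uninhibited 1x PFK enzyme wells and -100% = no-enzyme wells; nearly all actives have a fitted effect of over 60% in size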
Target sequence (O15648 whole entry, looked up): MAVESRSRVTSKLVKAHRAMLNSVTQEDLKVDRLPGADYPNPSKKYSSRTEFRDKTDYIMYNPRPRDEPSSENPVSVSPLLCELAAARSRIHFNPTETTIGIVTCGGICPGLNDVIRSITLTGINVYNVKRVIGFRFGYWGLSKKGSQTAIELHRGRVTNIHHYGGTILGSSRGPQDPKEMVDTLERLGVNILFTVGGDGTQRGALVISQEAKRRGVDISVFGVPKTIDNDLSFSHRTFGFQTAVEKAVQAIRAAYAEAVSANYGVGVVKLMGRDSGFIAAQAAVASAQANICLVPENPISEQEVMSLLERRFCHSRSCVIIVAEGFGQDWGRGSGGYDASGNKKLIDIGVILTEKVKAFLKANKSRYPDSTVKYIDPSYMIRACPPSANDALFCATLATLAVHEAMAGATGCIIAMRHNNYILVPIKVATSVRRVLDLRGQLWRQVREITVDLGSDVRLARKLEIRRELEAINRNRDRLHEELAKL
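Luminescent ADP detection (ADP-Glo, two-step: ATP depletion then ADP-to-ATP conversion for luciferase) reported PFK activity after 45 min room-temperature reaction of 1.25 nM enzyme with 0.5 mM F6P and 0.1 mM ATP at pH 8.0.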
ELG1 genotox – inducers of genotoxicity in HEK293T ELG1-luciferase cells; HEK293T ELG1-luciferase reporter, luminescence, 16 h; Potency, µM (titrated, usually from 46 µM), for inactives: at the top dose activity change, positive = activation, hits mostly activators; 1.3% of 330,000 active; also: potency is read from the fitted curve at half-maximal effect; % of control where 0% means no effect; nearly all actives have a fitted effect of over 60% in size
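After overnight (16 hr) compound treatment at 37 °C, ELG1-luciferase HEK293T cells were lysed with ONE-Glo; luminescence quantified 30 min later at room temperature.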
FLuc counter – inhibits or activates purified firefly luciferase, miR-21 counter-screen; purified FLuc, Km substrates, luminescence inhibition; P08659; 6.9% of 360,000 active; Potency, µM (series often up to 57.5 µM), for the others: at the highest dose activity change, negative = inhibition, usual class: inhibitors;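 also: potency is read from the fitted curve at half-maximal effect; plate controls were vehicle for no effect and reference inhibitor for full effect; nearly all actives have a fitted effect of over 55% in size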
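Purified P. pyralis luciferase (10nM final) with 10uM D-luciferin and 10uM ATP (Km levels) in 50mM Tris acetate pH 7.5, 10mM Mg acetate, 0.01% Tween-20, 0.05% BSA; qHTS 6-point titration, ~60 µM downward; luminescence read.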
uPA generation – blocks generation of uPA at the cell surface. cell surface uPA generation assay, qHTS. Potency, µM (series often up to 38.3 µM), for inactives: top-dose activity change, negative = inhibition, actives largely listed as inhibitors. 0.31% of 330,000 active. AID 540303; active = well fitted inhibition curve with a large enough effect; inconclusive = small, poorly fitted or top-dose-only effect; inactive = no such curve, though single readings can be large or run the other way; tested in mouse RAW 264.7 cells; also: potency is read from the fitted curve at half-maximal effect; % is scaled to controls: 0 for no effect and ±100 for the full control effect; nearly all actives have a fitted effect of over 55% in size
Rab9 prom act – activators of Rab9 promoter; AID 485297; 2.8% of 320,000 active; Potency, µM (series often up to 9.22 µM), for inactives: top-dose activation, negative = inhibition, hits mostly activators; Huh7 Rab9 promoter-luciferase reporter, luminescence, 24 h; also: potency is read from the fitted curve at half-maximal effect; % of control where 0% means no effect; nearly all actives have a fitted effect of over 60% in size
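Luminescence read-out: Huh7 cells stably expressing Rab9-luciferase, treated 24 h with compound at 37 °C, then lysed with luciferase reagent for 10 min at ambient before reading.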
VP16 counter – inhibits Gal4-VP16 luciferase reporter, ROR gamma counter-screen; Drosophila S2 Gal4-VP16 UAS-luciferase, luminescence, 20 h; Potency, µM (doses to about 53.6 µM), for inactives: top-dose activity, negative = inhibition, usual class: inhibitors; 3.5% of 310,000 active;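 also: Gal4-VP16 expression switched on by copper sulfate through the metallothionein promoter; potency is read from the fitted curve at half-maximal effect; % is scaled to controls: 0 for no effect and ±100 for the full control effect; nearly all actives have a fitted effect of over 50% in size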
KCNH2 3.1 block – inhibitors of human KCNH2 3.1 potassium channel isoform. 0.95% of 340,000 active. AID 720553. activity change, % (tested at about 1.8 µM). U2OS KCNH2 3.1, thallium flux FluxOr; hits give low values;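 active = maximum activity change below -70%; inconclusive = maximum activity change from -70% to -50%; inactive = maximum activity change above -50%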;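 also: thallium influx rate constant from kinetic fluorescence after stimulation buffer; % is scaled to controls: 0 for no effect and ±100 for the full control effect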
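Kinetic fluorescence (2 min after stimulation buffer) measures Tl+ influx through KCNH2 3.1 expressed by viral transduction in U2OS cells; the rate constant is normalized against DMSO controls serving as positive and negative references.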
FBPA coupling cs – counter-screen for Giardia aldolase inhibitors: coupling enzyme system; coupling enzyme system counterscreen, AmpLite Red fluorescence; activity change, negative = inhibition, % at 58.2 µM, hits read low; 0.67% of 290,000 active; AID 2472; in the data active = activity change below about -30%; also: % is scaled to controls: 0 for no effect and ±100 for the full control effect
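Fluorescence at 525 nm excitation and 598 nm emission measured inhibition of the coupled detection system without aldolase. Compounds (at 57.5 uM final) were preincubated 10 min at room temperature with coupling enzyme reagent before a 20 min substrate/AmpLite Red step.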
Giardia kill – kills Giardia lamblia. activity change, % at 7.66 µM, hits read low. Giardia lamblia trophozoite viability. 0.15% of 340,000 active; in the data active = activity change below about -80%; inconclusive = between about -30% and that limit;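 also: parasites exposed to compound for two days anaerobically before the ATP read; % is scaled to controls: 0 for no effect and ±100 for the full control effect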
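Trophozoite viability was measured as ATP-dependent luminescence, read 15-30 min after reagent addition. Before that, parasites at 100 cells/well were exposed to compounds for 48 h, anaerobically, at 37 deg C.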
* hit, by the source's call; ? = inconclusive; . = no result given; [ ] = remark or other dose. Unless noted, calls follow the shape of the dose curve; as a rule, active = well fitted curve in the direction sought with a large enough effect; inconclusive = small, poorly fitted or top-dose-only effect, or another doubt; inactive = no such curve, though single readings can be large; an effect the other way counts as inactive or inconclusive.

SMILES | NPC1 promoter act | RORg inh | Tb PFK block | ELG1 genotox | FLuc counter | uPA generation | Rab9 prom act | VP16 counter | KCNH2 3.1 block | FBPA coupling cs | Giardia kill
Cc1ccc(-c2cc(C(=O)NCCN3CCOCC3)c3ccccc3n2)o1 | -2% | . | -3% | -4% | ? | -1% | 0% | . | 27 | 0 | 2
COc1ccc(CCN2CC34C=CC(O3)C(C(=O)NCc3ccccc3Cl)C4C2=O)cc1OC (centres undefined) | -1% | 0% | 4% | 3% | 8% | 0% | -2% | -9% | 0 | 7 | 11
CN[C@H](C)C(=O)NC[C@H]1O[C@@H](n2cnc3c(N)ncnc32)[C@H](O)[C@@H]1O | . | . | -2% | -2% | . | 12% | . | . | -5 | . | -26
O=C(C1CC(=O)N(c2ccc3c(c2)OCCO3)C1)N1CCN(Cc2ccccc2F)CC1 (centres undefined) | -3% | . | 5% | 1% | 4% | -5% | -6% | . | -4 | . | -17
O=C(/C=C/c1ccc([N+](=O)[O-])cc1)NCc1ccc2c(c1)OCO2 | -6% | 6% | 0% | -5% | -9% | -15% | -3% | 3% | 6 | 0 | 6
COc1ccc(C2C(C#N)=C(N)Oc3cccc(O)c32)cc1 (centres undefined) | -2% | -30%[1.91 µM] | -2% | 2% | -4% | -3% | 6% | -4% | 6 | 3 | -4
Cc1ccccc1CSCCNC(=O)CCSc1ccccc1 | 2% | -3% | 1% | 3% | -3% | -3% | -7% | -7% | -18 | . | 4
Cc1cc(C)c(OCCN(C)C)c(Cl)c1 | -9% | -2% | -10% | -5% | -1% | 8% | -5% | -4% | -14 | 0 | 1
CC1(C)NC(=O)N(CC(=O)OCC(=O)N2CCN(S(=O)(=O)c3ccccc3)CC2)C1=O | -1% | . | 5% | 4% | 8% | -1% | -3% | . | 8 | . | 0
O=S(=O)(c1ccccc1)c1nc(Nc2cccc(O)c2)sc1Cl | -6% | 45% | -2% | 4% | -17% | -3% | 1% | -3% | 22 | 0 | 14
COc1ccc([C@H]2CC(=O)C=C(c3cc(C)ccc3F)C2)cc1 | -1% | . | 0% | -2% | 6% | ? | 0% | . | -21 | . | -6
O=C(NCc1ccco1)Nc1ccc(OC(F)(F)F)cc1 | -2% | ? | -6% | 1% | ? | -4% | ? | 2% | 1 | 2 | -26
COc1cccc(C2=CC(=O)CC(C)(C)C2)c1 | 6% | . | 1% | -7% | -14% | -3% | 1% | . | 6 | . | -5
COc1ccccc1-n1nc(C)c(-c2ccccc2)c1N | 0% | 19% | 3% | 0% | -14% | -2% | 1% | 3% | 29 | 3 | -8
COc1ccc(NCc2nnc(SCC(=O)Nc3cccc(C)c3)o2)cc1 | 1% | -26% | -3% | -2% | -12% | -6% | -5% | 0% | 8 | -4 | -3
O=C(Nc1cc(C(F)(F)F)ccc1N1CCOCC1)c1cccnc1Cl | -1% | -5% | -2% | 0% | 2%[2.3 µM] | 2% | -4% | -1% | -2 | 8 | -4
Cc1ccc(-c2c[n+](CC(=O)Nc3ccccc3)c3n2CCC3)cc1 | 0% | 19% | -10% | -3% | 0% | -6% | -5% | 1% | 3 | 2 | 14
CN(c1ccccc1C(=O)Nc1cccc(Br)c1)S(=O)(=O)c1ccccc1 | -4% | -13% | -3% | -8% | 4% | -13% | -2% | -6% | -14 | -3 | 5
COCCN=c1scc(-c2cc(OC)ccc2OC)n1/N=C/c1c[nH]c2ccccc12 | -2% | ? | -1% | -5% | -12% | 4% | -1% | -8% | -7 | -5 | -2
CCO[C@H]1OC(C(=O)N2CCN(Cc3ccc4c(c3)OCO4)CC2)=C[C@@H](C2CC2)[C@@H]1CCCO | 3% | 3% | -3% | -3% | 2% | 3% | -5% | -7% | 0 | 3 | 1
CC(C)(C)c1ccc(/C=N/NC(=S)Nc2cccnc2)cc1 | ? | 0.18µM* | -1% | 0% | ? | . | 19% | 1.3µM* | . | 0 | .
Clc1ccc(N2COC3c4cccc5cccc(c45)C32)cc1 (centres undefined) | 18% | 12% | -2% | 2% | 0% | 2% | 3% | ? | 0 | 3 | 4
CN(C)Cc1c(C(=O)N/N=C/c2ccncc2)nnn1-c1nonc1N | 4% | 8% | -4% | 0% | 1% | 2% | 1% | 16% | 5 | -1 | -6
N#Cc1ccc(C2=NC(C(F)(F)F)(C(F)(F)F)c3c(n(Cc4ccco4)c(=O)[nH]c3=O)N2)cc1 | 2% | 13µM* | -3% | -7% | 3% | -1% | 0% | ? | 19 | 3 | 4
CSc1ccc(/C=C2\C(=N)N3N=C(CC(=O)N4CCOCC4)SC3=NC2=O)cc1 | -1% | -14% | 1% | 5% | ? | 3% | 0% | -5% | 0 | . | -6
Cc1cccc(-c2noc(-c3ccc(Cl)cc3[N+](=O)[O-])n2)c1 | 0.71µM* | 2.5µM* | -2% | ? | 1.5µM* | 2% | 2.5µM* | 10µM* | -5 | -1 | -13
CN(CCCC(=O)NCc1ccco1)S(=O)(=O)c1ccccc1 | 0% | 0% | 1% | 1% | 1% | . | -4% | 14% | -10 | 2 | -16
COc1cccc(C(=O)Oc2cc(C)[nH]c(=O)c2[N+](=O)[O-])c1OC | 0% | 5% | -5% | 0% | 0% | -6% | -6% | 14% | 14 | 0 | 3
CCOc1ccc(CN2CCNC(=O)C2CC(=O)NCCc2cnccn2)cc1 (centres undefined) | 2% | -1% | 1% | 0% | 0% | 1% | -6% | -14% | -24 | . | -22
COc1ccc(OC)c(NS(=O)(=O)c2ccc3c(c2)CCC(=O)N3)c1 | -11% | 2% | -1% | 3% | 4% | . | 3% | 5% | 33 | 1 | 1
COc1cc(C(C(=O)NCc2ccccc2)N(C(=O)c2snc(C(N)=O)c2N)C2CCCC2)cc(OC)c1OC (centres undefined) | -2% | 18% | 0% | 12% | 1% | -8% | 2% | -11% | -14 | 0 | -20
CCc1ccc(Oc2ncnc(N)c2[N+](=O)[O-])cc1 | -8% | 20% | 3% | -13% | 4% | -6% | -5% | ? | -11 | 1 | 1
COc1ccc(C2=NC(C)(C)Cc3cc(OC)c(OC)cc32)cc1 | 0% | -24% | 3% | 0% | -2% | 0% | -2% | 2% | 6 | 1 | 3
O=C(Nc1ccccc1C(F)(F)F)NC1CCCCC1 | 0% | 5% | 2% | 0% | 0% | . | 15% | -3% | 10 | -1 | -6
CCOc1ccc(NC(=NCc2ccc3c(c2)OCO3)SC2CC(=O)N(c3ccc(C(=O)O)cc3)C2=O)cc1 (centres undefined) | -3% | ? | -1% | 0% | -5% | 1% | -1% | ? | -15 | 2 | -11
COc1cccc(-c2c(C(=O)N/N=C(\C)COc3ccccc3)nnn2-c2nonc2N)c1 | 0% | -6% | -3% | 0% | 8% | 1% | -6% | -1% | -17 | 0 | -1
C[C@H](CO)N1C[C@H](C)[C@@H](CN(C)C(=O)Nc2ccccc2)Oc2c(NS(=O)(=O)c3ccc(F)cc3)cccc2C1=O | . | . | 2% | 6% | . | 3% | . | . | 0 | . | -7
CCOC(=O)c1c(C)[nH]c(C(=O)COC(=O)c2ccc(N3CCCC3=O)cc2)c1C | 1% | -5% | 0% | -8% | 0% | 4% | -12% | 0% | -8 | -1 | 18
Cc1c(CCC(=O)O)c(=O)oc2cc(OCc3ccc(Br)cc3)ccc12 | 1% | -1% | 5% | 4% | ? | 2% | 5%[1.84 µM] | 5% | -1 | 6 | 8
O=C(NCCCN1CCCC1=O)c1ccc2c(c1)ncn2C1CCCCC1 | -4% | -22% | -8% | 1% | -3% | 3% | 1% | 0% | 2 | 3 | 7
CCn1c(C)cc(/C=C2/SC(=S)NC2=O)c1C | ? | ? | 0% | ? | 4.8µM* | 4% | ? | -3% | -5 | 3 | -1
CCOc1ccc(OCC)c(S(=O)(=O)NCCOC23CC4CC(CC(C4)C2)C3)c1 | -4% | 14% | 6% | -3% | -2% | -8% | -12% | ? | -14 | 1 | -19
CCOc1ccc(/C=N/NC(=O)CN2CCSCC2)cc1 | 1% | -2% | -2% | 1% | -1% | -1% | 0% | -4% | 5 | -1 | 3
CCCCn1c(N)c(N(CC)C(=O)c2cccc(OC)c2)c(=O)[nH]c1=O | 0% | 1% | 1% | -3% | 0% | 2% | 1% | 13% | -1 | -1 | 17
COc1cc(C(=O)c2ccccc2)c(OC)cc1C(=O)Nc1ccc(O)cc1 | -3% | -14% | 1% | -5% | 4% | 3% | -1% | -4% | . | 0 | 15
